# Assay outcomes: PubChem BioAssay, Broad Institute
# miR122 inh: blocks miR-122 activity in Huh7 sensor cells; Huh7 miR-122 Renilla luciferase sensor, 48 h; neutral wells = 0, positive control = 100; activation (reporter increase), % at 12.5 µM; actives 0.3% (n = 340,000); AID 602342;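 active = mean replicate activation score at least 90 and every replicate individually at or above 90; inconclusive = only one of the two criteria met; inactive = neither criterion met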;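 also: higher luciferase means less miR-122 activity so hits act as miR-122 inhibitors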
# PGC1a acetyl inh: modulators of PGC1a acetylation; AID 651687; U2OS PGC1a acetylation, AlphaScreen anti-acetyl-lysine; with virally co-expressed GCN5 acetyltransferase; actives 0.17% (n = 350,000); inhibition, % at 15.6 µM;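 active = every replicate shows inhibition of at least 40%; inconclusive = mean inhibition at least 40% but some replicate below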;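 also: 0% = neutral control wells and 100% = positive control wells; some results beyond the cut were filed as inactive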
# PglD inh: PglD (C. jejuni) enzyme inhibition | inhibition, % at 12.5 µM | actives 0.098% (n = 360,000) | purified PglD enzyme, DTNB colorimetric CoA detection | AID 602405; in the data active = inhibition above about 16%, passing the limit was not always enough; inconclusive = no clear call, values can overlap the other calls; also: strong numbers were not always called active
# RAD54 branch: inhibitors of human RAD54 branch migration | Q92698 | RAD54 Holliday junction branch migration, FAM/BHQ fluorescence | inhibition, % at 10.4 µM | actives 0.14% (n = 360,000) | AID 602329;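 active = mean normalized replicate activity at least 40 and at least half of replicates scoring 40 or more; inconclusive = only one of the two criteria met; inactive = mean below 40 and under half of replicates reaching 40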;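 also: 0% = median of neutral control wells and 100% = median of positive control wells; inhibitors cause a drop in the FAM fluorescence signal; in these data hits start at about 50%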
# ERAP1 inh: inhibitors of human ERAP1 aminopeptidase. Q9NZ08. recombinant ERAP1, Leu-AMC fluorescence, 60 min. inhibition, % at 10.7 µM. actives 0.15% (n = 340,000);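 active = mean replicate inhibition of at least 30%, or all replicates individually reaching that 30% level; inactive = mean below 30% and not every replicate reaching it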;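 also: 0% = neutral control wells and 100% = L-leucinethiol positive control wells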
# E-sel inducer: E-selectin induction on HUVECs | HUVEC E-selectin immunofluorescence imaging; normalized: neutral wells 0, TNF-alpha wells 100 | activation, % at 7.58 µM | AID 686992 | actives 0.37% (n = 260,000);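 active = mean E-selectin-positive cell signal at least 10% of the positive control, reached in at least 60% of replicates, without over 20% cell loss; inconclusive = no rule given, readout overlaps actives, possibly toxicity-flagged; inactive = the rest, including those meeting only one limit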;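 also: in these data hits start at about 27%; measured in HUVEC primary endothelial cells; signal is the percent of cells scored E-selectin positive by PE staining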
# Target sequence (P16581 whole entry, looked up): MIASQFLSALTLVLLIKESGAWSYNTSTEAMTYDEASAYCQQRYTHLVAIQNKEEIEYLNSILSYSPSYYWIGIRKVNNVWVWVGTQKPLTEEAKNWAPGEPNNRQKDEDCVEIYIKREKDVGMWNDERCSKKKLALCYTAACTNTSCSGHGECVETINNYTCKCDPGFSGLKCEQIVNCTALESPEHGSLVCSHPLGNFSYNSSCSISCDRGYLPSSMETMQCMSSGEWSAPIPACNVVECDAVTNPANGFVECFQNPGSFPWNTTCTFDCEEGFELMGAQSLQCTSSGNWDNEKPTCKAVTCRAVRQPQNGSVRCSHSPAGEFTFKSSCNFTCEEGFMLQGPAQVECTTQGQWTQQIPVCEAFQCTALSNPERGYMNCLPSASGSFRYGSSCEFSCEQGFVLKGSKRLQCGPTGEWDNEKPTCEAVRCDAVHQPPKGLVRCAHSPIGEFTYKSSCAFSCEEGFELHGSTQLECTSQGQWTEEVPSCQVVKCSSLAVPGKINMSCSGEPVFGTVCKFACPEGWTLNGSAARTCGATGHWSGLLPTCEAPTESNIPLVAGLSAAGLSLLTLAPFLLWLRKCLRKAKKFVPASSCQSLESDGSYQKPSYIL
#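 Read-out basis: % PE-positive cells; Test system: HUVEC primary endothelial cells; Technique: immunofluorescence imaging; Dosing: single-point compound dose.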
# Cneo AK release: Cryptococcus neoformans lysis via adenylate kinase release | actives 0.2% (n = 360,000) | AID 651654 | lysis activity, % at 15 µM | C. neoformans lysis, adenylate kinase release luminescence, 4 h; normalised: neutral wells 0, clomiphene wells 100;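 active = mean lysis activity across replicates of at least 80%, whatever share of replicates individually reach that level; inactive = mean lysis activity below 80%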
#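 Test system: log-phase Cryptococcus neoformans yeast cells; Quantity: yeast cell density of 5 × 10^6 cells/mL; Buffer or medium: YPD; Doses: single compound concentration per well; Timing: 4 h at 37 °C static, read 1 h later; Measured by: AK luminescence; Read-out basis: lysis from increased AK signal; Control set: Clomiphene as positive control.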
# RAD52 anneal inh: inhibitors of human RAD52 DNA annealing; P43351; recombinant RAD52 DNA annealing, FRET fluorescence; inhibition, % at 18.7 µM; actives 0.46% (n = 360,000); AID 651710;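 active = every replicate showing at least 50% inhibition; inconclusive = mean inhibition at least 50% but not in every replicate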
# Target sequence (P43351 whole entry, looked up): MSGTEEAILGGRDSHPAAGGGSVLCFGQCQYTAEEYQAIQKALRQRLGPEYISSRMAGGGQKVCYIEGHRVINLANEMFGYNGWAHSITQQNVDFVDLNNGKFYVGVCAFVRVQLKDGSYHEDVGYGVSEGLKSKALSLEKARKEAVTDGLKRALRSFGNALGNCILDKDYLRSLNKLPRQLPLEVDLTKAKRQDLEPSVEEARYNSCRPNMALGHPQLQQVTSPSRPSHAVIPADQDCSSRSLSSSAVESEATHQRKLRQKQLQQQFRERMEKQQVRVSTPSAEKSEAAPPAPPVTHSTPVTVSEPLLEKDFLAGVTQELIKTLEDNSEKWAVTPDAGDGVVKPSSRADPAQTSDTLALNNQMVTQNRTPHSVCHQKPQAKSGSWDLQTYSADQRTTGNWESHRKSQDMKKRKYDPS
# The depositor's hits bear a star; u = inconclusive; x = not tested or not shown; [ ] = dose if it differs, or a comment. An unsorted share of the library. Share with any hit: about 1.4%.
# Results follow in this order: miR122 inh, PGC1a acetyl inh, PglD inh, RAD54 branch, ERAP1 inh, E-sel inducer, Cneo AK release, RAD52 anneal inh
- C[C@H]1CN([C@@H](C)CO)C(=O)c2cc(/C=C/c3ccccc3)cnc2O[C@H]1CN(C)C(=O)Nc1ccc(C(F)(F)F)cc1
  x, 0, -2, 2, -1, 0.1, -1, 0
- COC(=O)C1=C(C)N(c2cccc(C(C)=O)c2)C(=O)C1
  -6, -6, -5, -10, x, x, -2, x
- C[C@H]1CN([C@@H](C)CO)C(=O)c2cc(C#CC3CCCC3)cnc2O[C@H]1CN(C)Cc1ccncc1
  -9[16.7 µM], 4, 2, -4, 1, -3.5, 8, 14
- C[C@@H]1CN([C@H](C)CO)C(=O)c2cccc(NC(=O)C3CCCCC3)c2O[C@@H]1CN(C)Cc1ccc(C(=O)O)cc1
  -4[16.7 µM], -1, 1, 13, 2, 0.4, 11, 1
- CSc1nc(=O)n2cc(C)ccc2n1
  -6, -13, x, x, -4, 0.4, x, -6
- COc1ccc(-c2cc(C(=O)NNC(=O)c3csc(N4CCOCC4)n3)c3ccccc3n2)cc1OC
  -8, -4, 4, -3, 0, 0.2, -1, -13
- C/C(=N\NC(=O)c1cccc(S(=O)(=O)Nc2cccc(Cl)c2)c1)c1cccs1
  148*, x, 4, -3, 12, x, -1, -16
- O=[N+]([O-])c1ccc(-c2nn(-c3ccccc3)cc2/C=N/n2c(-c3cccs3)n[nH]c2=S)cc1
  -4, -11, 5, -1, x, 0.0, 4, -18
- CC(=O)OCC1=C(C(=O)O)N2C(=O)[C@@H](NC(=O)Cc3ccccc3)[C@H]2SC1
  1, 5, 2, 10, 0, x, 13, 0
- CCN1C=C(C(C)=O)C(=O)CC1
  x, x, -8, -16, 3, -0.3, -1, -10
- C=CCSc1cc(C)nc2c(-c3ccccc3)c(C)nn12
  -5, 0, 0, 4, 3, 1.8, -1, -18
- COc1ccc(C2=Nc3ccccc3NC(=O)C2N(CCc2ccccc2)C(=O)c2cccs2)cc1 (configuration not stated)
  6, -8, -6, 2, -1, x, 0, -12
- CC(C)(C)C1CCC2(CC1)NC(=S)N(c1ccccc1)N2 (configuration not stated)
  1, -3, -3, -3, x, x, -1, x
- O=C(CCCC(=O)N(CC(=O)NC1CCCC1)Cc1ccc(F)cc1)Nc1ccccn1
  -6, 51, -4, 3, x, x, 1, x
- O=C(C(=O)c1cc(Br)ccc1O)c1cc(Br)ccc1O
  24, 9, x, x, 2, 0.6, x, 4
- COc1cccc(C(=O)COC(=O)C2CC3CCCC(C2)C3=O)c1 (configuration not stated)
  0, x, 0, 2, -6, x, -1, -9
- O=C(CSc1ncnc2scc(-c3ccccc3)c12)N1CCN(Cc2ccc3c(c2)OCO3)CC1
  -3, 0, -5, -2, -1, 9.8, 2, -17
- COCCN(C(=O)CCC(=O)Nc1ccccn1)C(C(=O)NC(C)C)c1ccc(C)cc1 (configuration not stated)
  -4, 0, 7, -9, 1, -0.1, 0, -10
- C[C@H]1CN([C@@H](C)CO)S(=O)(=O)c2ccc(-c3ccncc3)cc2O[C@@H]1CN(C)Cc1cncnc1
  5[16.7 µM], 18, -3, 0, 1, -2.3, 1, 11
- O=C(CCc1ccc(S(=O)(=O)N2CCOCC2)cc1)Nc1ccc(N2CCOCC2)cc1
  4, -2, 0, -1, x, x, -8, x

# 2 records drawn at random from the list so far, as already listed:
# Results follow in this order: miR122 inh, PGC1a acetyl inh, PglD inh, RAD54 branch, ERAP1 inh, E-sel inducer, Cneo AK release, RAD52 anneal inh
- O=C(C(=O)c1cc(Br)ccc1O)c1cc(Br)ccc1O
  24, 9, x, x, 2, 0.6, x, 4
- CC(C)(C)C1CCC2(CC1)NC(=S)N(c1ccccc1)N2 (configuration not stated)
  1, -3, -3, -3, x, x, -1, x

# Later entries
# Results follow in this order: miR122 inh, PGC1a acetyl inh, PglD inh, RAD54 branch, ERAP1 inh, E-sel inducer, Cneo AK release, RAD52 anneal inh
- O=c1c2ccccc2n(Cc2cccc(F)c2)c(=O)n1C1CCCC1
  5, -3, -10, 3, x, x, -1, x
- CCN(c1ccccc1)S(=O)(=O)c1ccc(Cl)c(NC(=O)COC(=O)C2CC2C)c1 (configuration not stated)
  4, -5, 2, 4, 1, x, 2, -9
- CC(C)C1CCN(C(=O)C2CCC(=O)N(C3CCCCCC3)C2)CC1 (configuration not stated)
  -1, -30, 1, 0, 1, x, 3, -8
- COC(=O)CCC/C=C1/SCC(NC(=O)c2ccccc2)C1O (configuration not stated)
  x, -1, 0, -1, 5, x, 3, -18
- COc1ccccc1/C=C/c1nc(S(=O)(=O)c2ccccc2)c(NCCN(C)C)o1
  x, x, 5, 0, -2, x, 6, 7
- O=C(C1CCOCC1)N1CC(=O)N2[C@H](CO)[C@@H](c3ccc(-c4cccnc4)cc3)[C@H]2C1
  x, 2, x, x, 8, 0.0, x, -3
- CCc1ccc(CNC(=O)CCc2nnc(CCc3ccc(OC)cc3)o2)nc1
  6, -12, 4, 2, -1, 1.7, -1, -14
- COc1cccc(-c2nnc(SCC(=O)NC3CCS(=O)(=O)C3)n2C)c1 (configuration not stated)
  x, x, -5, -12, 1, -0.1, -4, -13
- Cc1ccc(/C=C2\C(=N)N3N=C(CC(=O)N4CCOCC4)SC3=NC2=O)o1
  10, x, -8, -1, 15, x, 0, -34
- N[C@@H](Cc1ccccc1)C(=O)N1CCC(C(=O)N[C@@H](CCC(=O)O)C(=O)O)CC1
  -3, -8, 2, -2, 4, x, 2, 1
- COC(=O)COc1ccc(S(=O)(=O)Nc2ccccc2SC)cc1
  0, 17, -1, 1, x, -1.1, -3, x
- Cc1ccc(NC(=O)CCn2c(=O)[nH]c3ccsc3c2=O)cc1F
  x, x, -4, -14, 4, 0.2, 3, -6
- O=S(=O)(c1cccs1)N1CCN(c2ccnc3cc(Cl)ccc23)CC1
  -15, -13, -2, 11, 3, 0.8, -1, -11
- CO[C@@H]1CN(C)C(=O)c2ccc(NC(C)=O)cc2OC[C@H](C)N(C(=O)CC2CC2)C[C@@H]1C
  3[16.7 µM], 15, 2, -4, x, -0.1, -3, -11
- CC1CC(C)CN(C(=O)C(Cc2ccccc2)n2cccc2)C1 (configuration not stated)
  24, -13, 0, -9, 0, x, 2, 0
- CC(=O)OCCN1C(=O)c2ccc(-c3nc4ccccc4c(=O)o3)cc2C1=O
  -9, -2, -2, 15, -1, 3.1, -12, -17
- CCOC(=O)Nc1cc(=O)c2ccccc2o1
  37, -3, -4, -3, x, x, 1, x
- NC(CCc1ccccc1)c1csc(Nc2nccc(C(F)(F)F)n2)n1 (configuration not stated)
  4, 2, 1, 2, 2, 0.8, -2, -4
- CCCCc1cc(=O)oc2cc(C)cc(OCC(=O)N3CCC(C(=O)O)(c4ccccc4)CC3)c12
  -1, -2, 1, 7, -4, x, 0, 1
- CC(C)NC(=O)N(C)C[C@H]1Oc2ccc(NS(C)(=O)=O)cc2CC(=O)N([C@@H](C)CO)C[C@H]1C
  -2[16.7 µM], 6, -5, 1, 1, x, -2, 2
- CCOc1ccc(NC(=O)COc2ccc(C(=O)NCC3CCCO3)cc2OC)cc1 (configuration not stated)
  -11, 6, 4, -9, 0, x, -2, -14
- O=C(Cn1c(-c2ccccc2)noc1=O)N1CCC(Cc2ccccc2)CC1
  x, 5, x, x, -5, -0.2, x, 4
- COc1ccc(N(CC(=O)NCCSCc2ccc(Cl)cc2)S(C)(=O)=O)cc1Cl
  x, x, -11, 0, 1, x, -1, -7
- Cc1noc(C)c1NC(=O)Nc1ccc2c(c1)C(=O)N([C@@H](C)CO)C[C@@H](C)[C@H](CN(C)Cc1ccc(Cl)c(Cl)c1)OCCCC[C@@H](C)O2
  -9[16.7 µM], -28, 2, 6, -2, -0.1, -3, -5
- O=C(NCCCN1CCOCC1)c1onc(CSc2ccncc2)c1C(=O)NCCCN1CCOCC1
  -6, 12, 3, -5, 1, 0.1, -1, 10
- CC(C)(C)c1ccc(OCCC(=O)Nc2cccc(S(=O)(=O)N3CCCC3)c2)cc1
  x, x, 2, 3, -4, 0.1, -8, 5
- Cc1ccc(C)c(N(CC(=O)N(C)C)S(C)(=O)=O)c1
  0, 8, -2, -1, x, x, -2, x
- CC(Sc1nnc(-c2ccncc2)n1C)C(=O)Nc1ccc(N2CCOCC2)cc1 (configuration not stated)
  -6, 0, -6, -8, 0, 0.2, 2, -15
- CN1CCN(Cc2c(O)c(Cl)cc3c(-c4ccccc4)cc(=O)oc23)CC1
  -1, -1, 5, -37, x, x, 1, x
- O=C(CN1C(=O)NC2(CCc3ccccc32)C1=O)c1ccc(F)c(F)c1 (configuration not stated)
  -2, x, 1, -5, 2, 0.2, -1, -5
- C=CCn1c(NCCOC)nc2c1c(=O)n(C)c(=O)n2C
  -7, -8, 0, 0, x, x, -6, x
- CC(C)(C)NC(=O)C(c1ccncc1)N(C(=O)Cn1nnc(-c2ccc(F)cc2)n1)c1ccccc1F (configuration not stated)
  x, 4, x, x, -2, u, x, -2
- Clc1ccc(-c2cc(-c3ccccc3)on2)cc1
  -1, 5, 5, -7, x, 0.0, -1, x
- CCCN1C[C@H](C)[C@H](OC)CN(C)C(=O)c2cc(NC(=O)Nc3ccccc3F)ccc2OC[C@@H]1C
  x, 7, 8, -6, x, -0.1, 1, 17
- Cc1[nH]c2ccccc2c1/C=C(\C#N)C(=O)NC(C)c1ccccc1 (configuration not stated)
  2, -8, 1, -1, x, x, -2, x
- CC(=O)OCCN(C)c1cc(SC(C)C)c2nonc2c1[N+](=O)[O-]
  -7, -2, -2, -1, 4, -0.2, 0, -8
- CCCCN(C(=O)c1cc(S(=O)(=O)N2CCOCC2)ccc1F)c1c(N)n(CCCC)c(=O)[nH]c1=O
  -12, 2, 1, 0, 0, -0.2, -1, -36
- CCOC(=O)C1=c2s/c(=C\c3ccncc3)c(=O)n2C(N)=C(C(=O)OC)C1c1ccncc1 (configuration not stated)
  x, 10, x, x, 1, 0.6, x, -13
- O=C(COC(=O)CCc1c[nH]c2ccccc12)NC(c1ccccc1)c1ccccc1
  -5, 10, 3, 5, x, x, 0, x
- O=C(NCC1CCCO1)c1cc(-c2ccc(Cl)cc2Cl)on1 (configuration not stated)
  -7, 2, -8, -1, x, x, -4, x
- CCn1ccnc1CC1COc2ccccc2O1 (configuration not stated)
  1, -4, -5, -7, -1, 0.0, 2, -3
- C[C@@H]1CCCCO[C@@H](CN(C)C)[C@@H](C)CN([C@H](C)CO)C(=O)c2cc(NS(C)(=O)=O)ccc2O1
  -6[16.7 µM], 7, 2, 5, -3, -0.3, 1, 0
- CCOC(=O)C(=CNc1ccc(-c2ccco2)c(Cl)c1)C(=O)OCC
  x, -16, 5, -10, -1, 0.4, 1, -28
- CCC(C)NC(=O)Cc1ccc(-c2ccccc2)cc1 (configuration not stated)
  1, 9, -164, 8, x, x, 1, x
- Cc1ccc(-c2nn3c(C)nnc3s2)cc1NC(=O)c1ccc(-c2ccc(Cl)cc2Cl)o1
  -8, 4, -5, -6, x, x, -1, x
- C[C@@H](C(=O)NCC1CCCO1)N1C(=O)N2CCc3c([nH]c4ccccc34)[C@@]2(C)C1=O (some centres not stated)
  -6, -12, -3, -8, x, x, 0, 5
- C[C@H]1CN([C@@H](C)CO)C(=O)Cc2cc(NC(=O)Cc3ccccc3)ccc2O[C@H]1CN(C)C(=O)Nc1ccc2c(c1)OCO2
  -6[16.7 µM], -3, -3, 1, -2, -3.0, -4, 10
